# proKLK7 act = activators of human kallikrein-7 zymogen; purified proKLK7, EDANS-DABCYL substrate fluorescence; 100% is mature enzyme control, 0% vehicle; P49862; 370,000 compounds, 0.9% hits; activation, % at 7 µM;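 active = activation above the mean of all tested compounds plus 3 SD, computed per campaign excluding outliers beyond control limits, cut at about 13% in these data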
# GC-B act = GC-B (human) receptor activation; HEK293-GC-B cells, CNP EC30, cGMP TR-FRET; 0% at EC30 CNP, 100% saturating CNP; activation, % at 10 µM; 370,000 compounds, 0.11% hits;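 active = activation at 10 µM reaching about 35% in either raw or pattern-adjusted values, limit read from the data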
# ASAP1 inh = inhibitors of human ASAP1 ArfGAP activity; 360,000 compounds, 0.19% hits; ASAP1-stimulated ARF1 GTP hydrolysis, GDP FP detection; inhibition, % at 16.5 µM; AID 624377; Q9ULH1; in the data active = inhibition above about 25%;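 also: 0% = vehicle with enzyme and substrate and 100% = no enzyme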
# Target sequence (Q9ULH1 325-724 limits assumed): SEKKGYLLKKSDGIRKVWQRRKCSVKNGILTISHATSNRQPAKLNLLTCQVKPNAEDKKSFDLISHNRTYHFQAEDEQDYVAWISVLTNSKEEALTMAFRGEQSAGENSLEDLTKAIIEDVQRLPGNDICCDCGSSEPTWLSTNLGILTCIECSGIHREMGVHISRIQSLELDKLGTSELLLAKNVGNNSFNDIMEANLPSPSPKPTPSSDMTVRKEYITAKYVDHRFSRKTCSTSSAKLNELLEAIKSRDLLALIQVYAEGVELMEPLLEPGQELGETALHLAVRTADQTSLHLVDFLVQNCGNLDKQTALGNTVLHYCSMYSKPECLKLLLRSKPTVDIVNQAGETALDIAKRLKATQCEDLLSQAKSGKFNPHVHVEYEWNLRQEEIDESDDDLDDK
# Tn6 DDE FP = disrupts Tn6 cyclic peptide binding to fibrin D-Dimer-E complex. P02675. Fibrin DD(E) TRITC-Tn6 fluorescence polarization displacement. inhibition, % at 8.3 µM. 370,000 compounds, 0.21% hits;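 active = inhibition above a per-campaign cutoff: mean of compounds within control limits plus 3 SD, cut at about 15% in these data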;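 also: 0% = median of all compound wells on the plate and 100% = blocking peptide control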
# rCAG binder = binds r(CAG) RNA repeats. 370,000 compounds, 1.3% hits. inhibition, % at 3 µM. r(CAG) RNA repeat, TO-PRO-1 dye displacement fluorescence;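 active = inhibition above the plate cutoff, the mean of all test compounds on that plate plus 3 SD, cut at about 35% in these data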;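 also: 0% = DMSO alone and 100% = 100 µM mitoxantrone as full dye displacement; higher means more dye released from RNA so lower well fluorescence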
# GAA850 FXN act = frataxin GAA850 promoter activation; HEK293 lucGAA850 FXN promoter luciferase reporter, 24 h; percent of 10 µM SAHA response; activation, % at 6 µM; 360,000 compounds, 0.56% hits;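 active = activation above the average of all compounds screened plus 3 SD, cutoff fixed separately per campaign, cut at about 7.5% in these data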;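 also: 0% = DMSO wells and 100% = 10 µM SAHA wells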
# ADAM10 inh = inhibits human ADAM10; O14672; AID 720582; recombinant ADAM10, EDANS/DABCYL FRET peptide cleavage, 3 h; 370,000 compounds, 0.62% hits; inhibition, % at 7 µM;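 active = inhibition above a per-campaign cutoff equal to the mean of compounds falling between control-based bounds plus 3 SD, cut at about 20% in these data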;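 also: 0% = DMSO wells while the 100% control is not disclosed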
# Target sequence (O14672 214-748 limits assumed): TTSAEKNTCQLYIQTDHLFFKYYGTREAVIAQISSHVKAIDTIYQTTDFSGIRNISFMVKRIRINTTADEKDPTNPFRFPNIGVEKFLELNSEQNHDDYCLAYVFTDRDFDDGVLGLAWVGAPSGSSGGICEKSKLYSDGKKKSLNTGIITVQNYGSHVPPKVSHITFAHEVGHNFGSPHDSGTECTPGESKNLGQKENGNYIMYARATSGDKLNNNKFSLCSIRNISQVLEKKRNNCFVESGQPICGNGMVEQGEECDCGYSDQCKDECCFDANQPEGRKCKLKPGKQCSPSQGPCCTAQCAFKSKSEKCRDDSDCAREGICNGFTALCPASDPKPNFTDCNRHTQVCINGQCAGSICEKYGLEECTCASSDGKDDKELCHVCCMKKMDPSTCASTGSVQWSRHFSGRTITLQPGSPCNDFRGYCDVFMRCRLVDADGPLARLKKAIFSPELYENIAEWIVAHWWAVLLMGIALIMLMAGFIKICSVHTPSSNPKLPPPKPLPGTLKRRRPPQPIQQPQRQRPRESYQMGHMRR
# HGIII-sPLA2 inh = Inhibits HGIII-sPLA2 liposome hydrolysis, primary screen | QFRET BODIPY PC-A2 liposome hydrolysis, fluorescence | inhibition, % at 12.2 µM | 370,000 compounds, 0.56% hits;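 active = inhibition above mean plus 3 SD of compounds lying within the high and low control bounds, cut at about 19% in these data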;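 also: 0% = median of test compound wells and 100% = no enzyme DMSO wells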
# NPR1 activator = GC-A (human) enzyme activation; P16066; HEK293 GC-A cells, cGMP TR-FRET, EC30 ANP; 0% at EC30 ANP, 100% saturating ANP; activation, % at 10 µM; 370,000 compounds, 0.14% hits; AID 1671463; in the data active = activation above about 40%
# ARFGAP1 inhibitor = inhibits rat ARF GTPase activating protein 1 | Q62848 | Arfgap1-stimulated ARF1 GTP hydrolysis, GDP FP detection | inhibition, % at 16.5 µM | 360,000 compounds, 0.26% hits;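 active = inhibition above a per-plate limit, mean inhibition of low control wells plus 3 SD, cut at about 25% in these data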;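 also: 0% = DMSO wells with enzyme and 100% = wells lacking Arfgap1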
#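 Material – truncated rat Arfgap1 GAP domain · Buffer or medium – HEPES-based buffer, pH 7.5 · Reagent – human ARF1(Δ1-17)-GTP substrate · Dosing – 16.5 µM single point, 1.26% DMSO · Schedule – GTP hydrolysis reaction 2 h at 25 °C · Technique – GDP detection by fluorescence polarization · Benchmarks – No-Arfgap1 wells (100%) versus DMSO full-reaction wells (0%) · Repeats – single replicate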
# Starred values were filed as active, the others as inactive; . = no result given.
SMILES,proKLK7 act,GC-B act,ASAP1 inh,Tn6 DDE FP,rCAG binder,GAA850 FXN act,ADAM10 inh,HGIII-sPLA2 inh,NPR1 activator,ARFGAP1 inhibitor
COCCCN1C(=O)C(=O)/C(=C(/O)c2ccc(S(=O)(=O)N3CCOCC3)cc2)C1c1ccc(F)cc1 (stereo not given),-0.1,0,-4,7,7,-1.0,1,-19,2,-6
CC1CCCCC1NC(=O)Cc1ccc(S(=O)(=O)N2CCOCC2)s1 (stereo not given),-0.2,-1,1,-1,2,1.6,-8,-1,0,5
O=C1C(Oc2ccc(Cl)cc2)C(c2ccc3c(c2)OCO3)N1CC1CCCO1 (stereo not given),0.6,-13,6,9,-3,2.5,19,-4,-26,-6
O=C(NNC(=O)c1cccs1)c1ccncc1,-0.9,0,-3,-5,-7,4.0,4,4,-2,5
COc1ccc(/C=C2\CCn3c2nc2cc(C(=O)O)ccc2c3=O)cc1O,1.1,-10,-5,-8,15,0.0,-13,-7,-4,6
Cc1cc(C)c(C(=O)C(C)OC(=O)c2ccccn2)cc1C (stereo not given),0.1,5,4,4,-4,-0.1,-10,5,2,-6
COc1ccc(-c2nnc(-c3cccnc3)o2)cc1OC,-0.2,0,-11,5,1,3.2,-40,0,-2,1
CCOC(=O)NC(=O)CSc1nc(-c2ccc(C)c(C)c2)cn1-c1ccccc1,1.0,-1,-7,-3,-1,7.9*,4,-12,-2,-16
CC(C)(C)OC(=O)CNC(=O)c1[nH]cnc1C(=O)NCCCCCN,-0.2,3,1,6,3,-1.0,5,6,-1,11
CS(=O)(=O)N(CCC(=O)O)Cc1ccccc1,-0.2,3,-13,3,0,-0.5,6,10,2,11
COc1ccc(NC(=O)CSc2ncccc2C(=O)OC(C)C)cc1OC,-0.1,-3,6,-3,2,0.2,-4,6,3,2
O=C1CC(c2ccc(F)cc2)CC(O)=C1C=NCCN1CCNCC1 (stereo not given),-0.1,0,0,7,-2,1.8,-3,-6,2,-10
Cn1c(=O)c2c([nH]c(OCc3ccc(Cl)cc3Cl)[n+]2Cc2ccc(F)cc2)n(C)c1=O,0.3,20,-11,4,-1,0.0,-2,0,0,-3
CCCCNC(=O)NNC(=O)c1cc(C)on1,0.3,-6,4,-2,-2,0.6,-1,-1,1,10
COc1ccc(NS(=O)(=O)c2ccc3oc(SC)nc3c2)cc1,-0.1,-3,-12,3,-3,-1.8,6,-18,2,3
O=C(Nc1cccc2ccccc12)c1csc([C@@H]2O[C@H](CO)[C@@H](O)[C@H]2O)n1,0.4,2,-4,3,3,-1.4,0,0,0,5
CCCN1CCN(C(=O)c2ccc3[nH]c(C)c(C)c3c2)CC1,-0.6,9,5,-3,1,1.2,-26,9,-1,0
CN(C)c1ccc(/C=N/N(CCC(=O)NC(C)(C)C)C2=NS(=O)(=O)c3ccccc32)cc1,-0.4,1,5,3,-2,-0.8,11,0,-8,2
COc1ccc(/C(N)=N/OC(=O)N2CCOCC2)cc1,0.1,4,4,-1,-2,0.6,11,5,-6,11
CCOC(=O)c1cn(CC)c2cc3c(cc2c1=O)OCO3,0.0,4,-8,2,3,0.9,-49,4,4,3
Cc1noc(C)c1NC(=O)N(C)C[C@@H]1Oc2cc(Br)ccc2S(=O)(=O)N([C@@H](C)CO)C[C@H]1C,-0.3,0,8,-5,1,-1.6,-7,3,2,10
Cc1cccc(OC(=O)n2c(=S)oc3cc(Cl)ccc32)c1,-0.2,3,2,4,0,-0.9,2,13,5,6
COc1ccc2c(Cl)c(C(N)=O)sc2c1,0.1,-6,-9,12,0,0.6,1,-4,0,-9
C=CCn1c(SCC(=O)NNC(=S)Nc2ccccc2)nnc1-c1ccccc1,-0.3,2,-2,0,6,3.1,9,4,3,2
Cc1cccc(C)c1NC(=O)C1C(c2ccc3c(c2)OCO3)=Nc2ccccc2N1C(=O)c1cccc(C(F)(F)F)c1 (stereo not given),-72,3,-1,-6,14,.,-5,-2,3,1
CC(C)n1c(O)c(N=NC(=O)Cc2csc(N3CCOCC3)n2)c2ccccc21,0.0,4,5,-11,-6,-1.9,-1,-13,0,-4
O=C1C(C=NCCCn2ccnc2)=C(O)c2ccccc21,0.1,6,6,1,-1,3.0,-12,0,2,2
Cn1c(=O)oc2cc(S(=O)(=O)N3CCCc4ccccc43)ccc21,0.0,-1,-2,0,0,-3.3,-15,7,3,-2
CC(=O)Nc1cccc(C(=O)NC(C)c2ccc(S(N)(=O)=O)cc2)c1 (stereo not given),-1.3,4,5,-7,10,0.0,1,8,-2,7
Cc1ccccc1Nc1nn2c(=O)c3ccc(C(=O)N4CCCC(C)C4)cc3nc2s1 (stereo not given),0.3,21,2,-2,3,2.1,-9,1,19,-4
OC(c1ccc(F)cc1)c1nc(-c2ccc(Cl)cc2)cs1 (stereo not given),-0.4,5,11,-1,2,4.1,18,2,3,13
COc1cc(-c2cc(C(=O)Nc3ccc(O)cc3)c3ccccc3n2)cc(OC)c1OC,0.3,13,-5,-4,8,-3.4,15,-17,10,16
N#Cc1cccc(NC(=O)OCCN2C(=O)CCC23CCC(c2ccc(Cl)cc2)CC3)c1 (stereo not given),0.7,-15,.,5,3,.,1,3,-20,.
Cc1[nH]c2ccccc2c1C(=O)NS(=O)(=O)Nc1ccc(Cl)cc1,-0.2,3,-5,-6,1,0.3,1,0,1,-1
O=[N+]([O-])c1ccc2nccn2c1,0.4,4,-4,10,2,1.7,-3,3,2,-3
COc1ccccc1N1CCN(C(=O)c2ccc(S(=O)(=O)N3CCCCC3)cc2)CC1,-0.2,2,-5,-3,-9,-1.3,3,1,1,1
O=C1CCC(=O)N1c1ccc(S(=O)(=O)Nc2cccc(Br)c2)cc1,-0.4,-1,-3,-1,2,-0.5,0,-5,3,2
O=C(CSc1cccc[n+]1[O-])Nc1ccc([N+](=O)[O-])cc1Cl,-0.2,0,-3,-3,2,-0.1,3,-3,-2,-12
CCN(CC)C(=O)C1=C(C)N(Cc2ccc(OC)cc2)C(=O)C(CC(=O)NCCc2ccccn2)C1 (stereo not given),0.3,0,-4,4,1,2.7,-9,9,4,5
COc1ccc(C(=O)NC(=S)NNC(=O)c2ccncc2)cc1Br,-0.8,-5,-8,-1,12,2.1,-11,29*,-3,3
CC1(C)Cc2nc3sc(C(=O)NCCCO)c(N)c3cc2CO1,0.6,2,-3,-11,-3,0.2,0,21*,2,2
COc1ccc(CCN(C)C(=O)CSc2nc3ncc(Cl)cc3[nH]2)cc1OC,0.4,-3,6,3,-3,1.9,1,-9,2,7
Cc1nnc2n1CCCCC2,-0.2,1,3,-3,2,0.9,13,0,-2,-3
O=C(CCc1ccccc1)Nc1cc(NC(=O)CCc2ccccc2)cc(C(=O)O)c1,-0.3,0,-6,1,40*,3.4,-8,-10,0,0
Cc1nn(C)c(C)c1/C=C(/C(=O)C(C)C)n1cncn1,-0.2,2,5,1,0,-0.7,1,0,3,12
COc1ccc(Oc2nccc(-c3ccc(Cl)cc3)n2)cc1,0.2,0,10,3,2,2.0,5,3,3,9
O=C(COC(=O)C1CC2CCCC(C1)C2=O)Nc1ccccc1 (stereo not given),0.6,7,1,7,1,-0.1,-17,9,-1,12
CCN(CC)S(=O)(=O)c1ccc2oc(C(=O)NCCN3CCOCC3)c(C)c2c1,-0.5,-1,-3,-7,2,-0.1,-7,7,8,6
Cc1c(OCc2ccc([N+](=O)[O-])cc2)ccc2c3c(c(=O)oc12)CCC3,-2.0,-2,2,-6,3,4.6,-26,6,4,-4
O=C(Cc1ccc(Cl)cc1Cl)Nc1cccc(S(=O)(=O)Nc2ccccc2F)c1,-0.7,8,10,-3,29,0.3,-3,-42,12,12
O=C(N/N=C/c1coc2ccccc2c1=O)c1ccncc1,0.3,0,1,0,1,0.4,-6,-9,-2,8
CCOc1cccc(C2CC(=O)Nc3cc(OC)c(OC)cc32)c1 (stereo not given),0.3,-2,-1,4,-6,2.6,1,4,-4,-1
COC(=O)[C@@]1(Cc2ccc(F)cc2)[C@H]2c3cc(C(=O)N(C)C)n(C[C@H](O)CO)c3C[C@H]2CN1C(=O)c1ccccc1,0.5,1,1,2,-4,-1.1,3,-7,1,-5
COc1ccc(C2C3=C(CC(C)(C)CC3=O)N(C)C3=C2C(=O)CC(C)(C)C3)cc1OC,0.5,3,10,-1,-2,-1.3,-2,2,0,2
Cc1nnc(SCC(=O)Nc2nsc(-c3ccc(Cl)cc3)n2)s1,0.0,-2,5,-1,-1,1.5,-16,4,35,11
COc1cccc(-c2ncc3ccccc3c2COC(=O)CCC(=O)O)c1,0.0,2,8,-11,14,0.4,-24,17,-3,13
COc1ccc(S[C@]2(C(=O)N3CCOCC3)CC(=O)N(c3ccsc3)[C@@H]2c2ccc(OC)cc2)cc1,0.2,-10,.,-2,4,.,8,-5,-10,.
Cc1oc(-c2ccccc2)nc1CSc1nc2c(c(=O)[nH]1)CCC2,0.3,4,0,-1,0,-0.2,-11,0,4,8
O=C(CN1CCN(Cc2ccccc2F)C1=O)NCCN1CCOCC1,-0.1,4,-7,-8,2,0.8,-18,12,-1,6
O=[N+]([O-])c1cccc(NC(=S)Nc2nc(-c3ccccc3Cl)cs2)c1,-0.7,8,-3,9,39*,-2.4,2,5,14,2
# Additional structures
SMILES,proKLK7 act,GC-B act,ASAP1 inh,Tn6 DDE FP,rCAG binder,GAA850 FXN act,ADAM10 inh,HGIII-sPLA2 inh,NPR1 activator,ARFGAP1 inhibitor
CC(C)NCc1cccc([N+](=O)[O-])c1,0.2,5,7,2,-1,2.0,-5,7,6,0
O=c1ccc2cc3ccoc3cc2o1,-0.1,4,-1,6,1,1.0,-26,5,2,-7
CC(=O)c1ccc(NC(=S)Nc2ccc3[nH]c(=O)[nH]c3c2)cc1,-0.4,-2,-3,-6,4,-0.6,-10,5,-2,-4
N=C1C(c2ccccc2)=C(O)CN1c1ccccc1,0.2,8,-2,-1,0,2.5,-2,0,-2,-3
O=C(NCCc1nnc2ccc(SCC(=O)N3CCCC3)nn12)c1ccc(F)cc1,0.0,4,-6,3,-4,1.4,-2,2,4,-3
COc1ccc(Nc2nc(-c3ccc4c(c3)NC(=O)CO4)cs2)cc1,-0.6,-3,-2,3,23,1.1,4,2,-2,22
CSc1ccccc1-c1nnc(NC(=O)Cc2ccccc2)o1,0.0,1,-3,0,5,0.6,-17,5,4,4
CCCn1c(SCC(=O)c2ccc3c(c2)OCCO3)n[nH]c1=O,-0.1,-4,1,4,-2,1.2,-6,-5,2,-4

# Source: PubChem
